High-throughput results from PubChem BioAssay.
bovine MsrA act: bovine methionine sulfoxide reductase A activation | activation, % at 10.6 µM | 360,000 compounds, 0.3% hits | purified bovine MsrA, absorbance read-out; in the data active means activation above about 7.5%;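 further: 0% = vehicle and 100% = reference activator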
TbMetRS inhib: Trypanosoma brucei MetRS inhibition | inhibition, % at 11.9 µM | 360,000 compounds, 0.4% hits | purified T. brucei MetRS, ATP depletion, Kinase-Glo luminescence;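 active means inhibition above a per-plate cutoff of the control wells' mean inhibition plus 3 SD, cut at about 5.5% in these data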;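 further: 0% = DMSO wells median and 100% = median of wells with control inhibitor compound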
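Test system: purified T. brucei MetRS enzyme. Also added: ATP, methionine and E. coli bulk tRNA substrates. Compound: 11.9 µM single point. Schedule: 15 min enzyme-compound preincubation, 2 h reaction, 10 min detection, 25 °C. Signal: luciferase luminescence of residual ATP, Kinase-Glo. Evaluation: percent inhibition versus plate control medians. Controls: DMSO wells, low control.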
CendR NRP1 mod: alters CendR peptide binding to human NRP-1 | inhibition, % at 25 µM | FAM-RPARPAR peptide binding to NRP-1, fluorescence polarization | O14786 | 360,000 compounds, 0.85% hits;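 active means inhibition or corrected inhibition above about 18%, plus a signal ratio from 0.5 to 1.5, limit read from the data, passing the limit was not always enough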; further: strong numbers were not always called active
Target sequence (O14786 whole entry, looked up): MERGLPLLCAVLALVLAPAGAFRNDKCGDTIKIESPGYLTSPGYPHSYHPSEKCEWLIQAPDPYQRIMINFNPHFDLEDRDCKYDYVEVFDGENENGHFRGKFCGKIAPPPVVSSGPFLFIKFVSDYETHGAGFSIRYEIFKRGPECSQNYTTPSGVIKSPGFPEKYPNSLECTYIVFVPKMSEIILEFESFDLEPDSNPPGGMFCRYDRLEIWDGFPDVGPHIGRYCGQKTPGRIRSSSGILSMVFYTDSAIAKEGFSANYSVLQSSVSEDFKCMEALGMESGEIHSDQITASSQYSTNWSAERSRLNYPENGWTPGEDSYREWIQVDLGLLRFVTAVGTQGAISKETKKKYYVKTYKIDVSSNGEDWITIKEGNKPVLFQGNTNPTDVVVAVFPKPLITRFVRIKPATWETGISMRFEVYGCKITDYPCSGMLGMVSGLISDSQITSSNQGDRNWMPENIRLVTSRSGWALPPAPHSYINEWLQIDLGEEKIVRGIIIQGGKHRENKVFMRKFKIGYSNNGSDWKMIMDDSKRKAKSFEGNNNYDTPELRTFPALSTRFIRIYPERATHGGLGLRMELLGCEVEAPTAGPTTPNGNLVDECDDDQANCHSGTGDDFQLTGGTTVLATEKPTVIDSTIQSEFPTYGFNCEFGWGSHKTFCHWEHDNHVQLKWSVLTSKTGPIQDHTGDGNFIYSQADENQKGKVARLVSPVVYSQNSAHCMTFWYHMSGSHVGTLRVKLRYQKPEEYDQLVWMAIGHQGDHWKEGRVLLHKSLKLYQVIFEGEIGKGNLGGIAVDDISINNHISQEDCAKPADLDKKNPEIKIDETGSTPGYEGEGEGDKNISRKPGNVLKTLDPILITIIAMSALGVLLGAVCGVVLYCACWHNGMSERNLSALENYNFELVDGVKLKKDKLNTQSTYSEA
eLon inh: E. coli protease La inhibition; inhibition, % at 7.94 µM; purified E. coli Lon protease, fluorescence polarization; P0A9M0; 360,000 compounds, 0.42% hits; in the data active means inhibition above about 13%, passing the limit was not always enough;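 further: 0% = enzyme with probe and DMSO and 100% = no enzyme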
SKN-1 block: C. elegans SKN-1 inhibition | C. elegans VP596 Pgst-4::GFP/RFP ratio, acrylamide-induced, 24 h | inhibition, % at 21.8 µM | 360,000 compounds, 0.49% hits;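 active means interference check ratio from 0.5 to 1.5 plus GFP to RFP signal ratio inhibition reaching or exceeding a fixed threshold, cut at about 30% in these data, passing the limit was not always enough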; further: some compounds called inactive have numbers as strong as hits
FAS-TE inh: blocks the thioesterase domain of human fatty acid synthase | recombinant FAS-TE, OMFH fluorogenic substrate, fluorescence endpoint | inhibition, % at 15 µM | 360,000 compounds, 0.67% hits;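 active means compounds whose normalised, plate-corrected inhibition of enzyme fluorescence in the single-dose primary screen is 50% or more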;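 further: 0% = DMSO with enzyme and 100% = substrate without enzyme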
MT1-MMP act inh: MT1-MMP (human) activation inhibition; 360,000 compounds, 0.061% hits; AID 651647; P50281; GFP/RFP ratio change, % at 20 µM; HT1080 RFP-PRO-GFP cells, GFP/RFP ratio fluorescence, overnight; percent of plate control window, DMSO zero;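 active means GFP/RFP ratio change of at least 30% with cell ATP level not reduced by more than half and red fluorescence within 50% of control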; further: strong numbers were not always called active
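Material – HT1080 RFP-PRO-GFP cells · Control set – DMSO wells and RFP-L50D-GFP cells · Incubation – overnight cell settling, then overnight compound exposure, 37 °C, 5% CO2 · Compound dosing – single-point 20 µM compound, 1% DMSO · Read-out – GFP/RFP fluorescence ratio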
MsrA inh: bovine MsrA inhibition | purified bovine MsrA, absorbance read-out | inhibition, % at 15.5 µM | 360,000 compounds, 0.75% hits | AID 651718; in the data active means inhibition above about 4.5%;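 further: 0% = vehicle wells with enzyme and 100% = reference inhibitor wells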
PABP1 MLLE inh: inhibitors of microRNA-mediated deadenylation, human PABP1 MLLE binding; 360,000 compounds, 0.36% hits; AID 588489; inhibition, % at 20 µM; GST-MLLE / FITC-PAM2 fluorescence polarization; in the data active means inhibition above about 35%, passing the limit was not always enough;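 further: plate controls were DMSO wells with GST-MLLE for no effect and wells lacking GST-MLLE protein for full effect; some results filed as inactive read as strong as hits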
An asterisk follows results filed as active; x = no result given.

Values run as follows: bovine MsrA act	TbMetRS inhib	CendR NRP1 mod	eLon inh	SKN-1 block	FAS-TE inh	MT1-MMP act inh	MsrA inh	PABP1 MLLE inh
1: CC(/C=C/c1ccccc1F)=N\NC(=O)c1ccccc1
  -0.4	-0.5	3.8	-3.7	6.7	-3.4	13.1	-0.7	0.0
2: C#CCOCCOCCOCCNc1nc(N2CCN(C(=O)Cn3cc(CCCCN)nn3)CC2)nc(N2CCN(C(=O)[C@H](Cc3ccc(O)cc3)n3cc(CCO)nn3)CC2)n1
  -0.9	-0.3	-8.7	-11.7	12.0	-16.0	3.2	-0.1	7.9
3: COc1cccc(NC(=O)NC2CCN(Cc3nnnn3Cc3ccc(F)cc3)CC2)c1
  -1.0	-0.3	-6.4	-4.7	12.5	0.9	7.5	0.7	5.8
4: CCCCCc1cc(=O)oc2c(C(CCN3CCCC(C)C3)c3cc(OC)c(OC)c(OC)c3)c(OC)cc(OC)c12 (centres undefined)
  1.9	-0.3	-3.3	-4.6	14.1	7.5	1.9	x	-14.9
5: O=C(NCc1cccnc1)C(=O)C1C(=O)Nc2ccccc21 (centres undefined)
  -12.4	-1.8	-0.8	-4.1	-13.0	-3.4	-3.7	1.2	-6.6
6: COc1ccc(N2C(=O)C3CCCN3C2c2ccccc2)cc1Cl (centres undefined)
  -4.3	-0.3	5.4	-0.9	6.6	-6.8	-2.4	1.8	-0.2
7: COC(=O)[C@]1(C)N[C@H](CN(C)S(=O)(=O)c2ccc(C)cc2)[C@@H]2C(=O)N(C)C(=O)[C@@H]21
  x	x	-13.3	x	-6.6	-12.0	-2.0	-0.1	7.1
8: FC(F)(F)c1cc(-c2ccccc2)nc(N2CCCCCC2)n1
  -2.9	-0.2	-0.6	-3.6	-7.4	12.4	1.7	0.4	-0.3
9: O=C(CN(c1cccc(C(F)(F)F)c1)S(=O)(=O)c1ccc(Cl)c([N+](=O)[O-])c1)NCc1ccc(F)cc1
  -5.9	-0.6	-5.3	-1.1	9.2	43.9	3.9	0.3	-7.8
10: O=C(NCc1cccc(Cl)c1)C1=CC=CN2CCS(=O)(=O)N=C12
  -2.4	-0.6	-2.7	4.2	2.2	-8.6	3.7	1.5	-12.8
11: Cc1ccc(C(=O)c2no[n+]([O-])c2C(=O)c2ccc(C)cc2)cc1
  -2.7	-0.7	1.7	12.6	-13.1	-1.9	2.8	-0.4	7.4
12: COc1cccc(-n2c(CN3CCN(c4ccccn4)CC3)nc3ccc([N+](=O)[O-])cc3c2=O)c1
  -4.7	0.1	-7.4	2.1	-3.6	80.9*	-2.5	2.1	7.5
13: COc1ccc(/C=N/NC(=O)CNC(=O)c2ccc3c(c2)OCCO3)c(C(=O)O)c1OC
  -3.0	-0.6	-1.0	-14.4	10.0	-7.8	-1.4	-0.2	18.4
14: COc1ccc(N(C)C(=O)c2oc(=O)c3ccccc3c2-c2ccc(C)cc2)c(OC)c1
  -8.1	0.0	-1.0	-13.0	6.0	27.5	-6.4	0.8	-2.3
15: COc1ccc(NC(=O)CSCC(=O)Nc2ccccc2N2CCCCC2)cc1
  -0.8	-0.3	7.2	9.2	2.4	11.5	x	-1.0	14.0
16: O=C(NC1CCCC1)C(C1CC1)n1c(-c2cc3ccccc3[nH]2)nc2ccccc21 (centres undefined)
  x	-0.4	3.5	x	3.1	x	-1.6	0.6	x
17: O=C(CSCc1ccccc1Cl)Nc1c[nH]c(=O)[nH]c1=O
  -3.9	-0.3	-2.4	0.4	6.7	-11.4	5.4	-1.3	16.8
18: CCN(CC(=O)Nc1c(F)cccc1F)C(=O)Cc1ccsc1
  -8.9	-0.6	-3.5	5.3	-21.7	-3.2	-0.5	-0.7	10.4
19: Cc1nc2c3cc(F)ccc3n(Cc3ccc(F)cc3)c2s1
  -6.6	-1.0	-5.2	-5.7	10.1	20.4	-3.6	1.3	13.3
20: CCOC(=O)CCc1c(C)nc(SCc2ccc(C(=O)O)cc2)c(C#N)c1C
  -4.8	-1.1	-17.2	-2.2	-2.8	-5.4	0.4	0.4	6.3
21: CCOC(=O)CNC(=O)N(CCOC)CC1CCCN(C2Cc3ccccc3C2)C1 (centres undefined)
  -4.4	-0.4	4.4	-4.2	7.4	-5.6	-2.3	0.2	4.5
22: Cc1cc(C(=O)c2cccs2)c(N)s1
  -1.0	-0.5	-101.0	-22.1	-0.3	-1.7	-3.8	0.3	-30.0
23: Clc1ccc2c(N3CCCC3)ccnc2c1
  -4.6	0.8	4.5	-5.7	-2.0	-9.2	-0.5	2.3	-10.1
24: CCc1ccc(N(C)S(=O)(=O)c2ccc3[nH]cc(C(=O)NCCN4CCOCC4)c(=O)c3c2)cc1
  -1.1	0.4	-3.6	5.8	12.0	-2.8	-1.0	0.4	-9.3
25: O=C(NNC(=O)C1CCN(S(=O)(=O)c2ccc(Cl)cc2)CC1)c1ccccc1O
  -0.6	0.3	8.1	-3.5	-0.1	0.3	-0.7	1.5	-1.0
26: COCc1cc(CNC(=O)C2CCC(=O)N(Cc3ccccc3OC)C2)[nH]n1 (centres undefined)
  -15.2	-0.8	0.4	-4.2	-1.5	-2.7	3.8	0.3	8.6
27: O=C(c1[nH]c(C(F)(F)F)nc1-c1ccccc1)N1CCN(c2ccc(C(F)(F)F)cn2)CC1
  -1.4	0.1	0.1	-7.3	14.2	-6.3	0.1	-0.3	14.0
28: Cc1ccc(-c2nnc(SCC(=O)Nc3ccccc3F)o2)cc1
  -0.6	0.3	-2.5	-0.7	9.8	1.3	-1.8	0.3	-28.5
29: Cc1cc(=O)[nH]c(Nc2cccc(C(F)(F)F)c2)n1
  -0.6	0.0	-1.9	6.4	-2.4	-0.7	-4.7	0.6	-8.1
30: COC(=O)[C@H]1C[C@@]2(O)CN(S(=O)(=O)c3ccc(C)cc3)C[C@@]2(OC(=O)NCc2ccccc2F)C[C@H]1C(=O)OC
  -6.9	0.3	-11.2	-2.4	-9.1	-6.5	0.6	-0.1	-1.1

Reprinted from the part before: two compounds; new compounds follow.
Values run as follows: bovine MsrA act	TbMetRS inhib	CendR NRP1 mod	eLon inh	SKN-1 block	FAS-TE inh	MT1-MMP act inh	MsrA inh	PABP1 MLLE inh
29: Cc1cc(=O)[nH]c(Nc2cccc(C(F)(F)F)c2)n1
  -0.6	0.0	-1.9	6.4	-2.4	-0.7	-4.7	0.6	-8.1
30: COC(=O)[C@H]1C[C@@]2(O)CN(S(=O)(=O)c3ccc(C)cc3)C[C@@]2(OC(=O)NCc2ccccc2F)C[C@H]1C(=O)OC
  -6.9	0.3	-11.2	-2.4	-9.1	-6.5	0.6	-0.1	-1.1
31: COc1ccc(C(=O)NC2CCN(CC(=O)Nc3cccc(C)c3)CC2)cc1OC
  0.1	-0.8	10.2	-1.3	8.0	-2.2	-1.2	-0.7	3.5
32: O=c1c2cccnc2nc2n1CCCCC2
  -8.9	-0.9	3.8	4.5	-12.9	-5.4	-1.7	0.0	10.5
33: Cc1noc(C)c1COC(=O)c1ccc(S(=O)(=O)NCc2ccco2)cc1
  -2.4	0.3	-4.5	-2.9	1.8	1.8	-2.2	-0.8	2.8
34: CC(C)Sc1nc2c(c(=O)[nH]c(=O)n2C)n1C
  -4.7	-1.1	4.4	-1.9	-17.8	-1.6	1.7	1.5	-9.3
35: C=CCC(=O)OCC(=O)Nc1ccc(Cl)cn1
  -1.1	-0.1	1.4	1.3	8.2	-11.0	4.4	0.5	12.8
36: COC(=O)c1cccc(COC(=O)c2cc3ccccc3oc2=O)c1
  -3.2	-0.5	13.1	10.3	-2.7	2.5	-1.7	3.2	11.2
37: COc1ccccc1NC(=O)c1oc2ccccc2c1NC(=O)c1cc(OC)c(OC)c(OC)c1
  -2.4	-0.1	0.4	2.2	17.1	18.7	4.2	1.0	-1.1
38: Cc1ccc(OCc2nnc(SCC(=O)c3cccs3)n2-c2ccccc2)cc1C
  -9.4	-1.1	-9.3	-8.4	-13.4	15.5	-3.4	-0.5	-127.0
39: CC(C)Cn1c(N)c(C(=O)COC(=O)c2ccc([N+](=O)[O-])o2)c(=O)n(C)c1=O
  0.9	-0.2	-30.3	5.7	1.5	7.2	-2.1	0.6	-13.3
40: COc1ccccc1-c1nnc(SCC(=O)Nc2ccc(N3CCOCC3)cc2)n1C
  2.2	-0.3	0.0	-10.2	-10.1	0.4	0.0	-0.9	1.1
41: CC(=O)Nc1cc(C(F)(F)F)ccc1N1CCOCC1
  -2.4	0.2	0.7	4.6	4.2	-8.2	0.5	-0.9	0.1
42: O=C(CCCn1c(=O)c2sccc2n(Cc2cc(=O)n3ccccc3n2)c1=O)NCc1ccco1
  -2.1	-0.2	-13.8	15.4*	11.3	-0.9	-2.2	1.2	12.7
43: CN(C)CCCn1c(N)c(C#N)c2nc3ccccc3nc21
  -8.9	-0.1	133.6	-148.7	9.8	-42.3	-72.0	1.3	66.8
44: COCCNc1ccc([N+](=O)[O-])cc1C(=O)NC1CCCc2ccccc21 (centres undefined)
  -3.8	-0.5	2.0	8.4	3.4	35.5	-6.9	1.7	11.3
45: COc1ccc2c(c1)C(=O)N(c1ccc(C)cc1C)C(=O)C2(C)C
  -2.3	0.4	4.7	-1.0	9.4	9.5	0.2	1.4	-4.6
46: CC(C)N1CCN(Cc2cn[nH]c2C2CCCCC2)CC1CCO (centres undefined)
  -3.0	-0.5	-3.1	-8.9	11.1	-4.2	-1.0	-0.5	2.7
47: Cc1ccc(S(=O)(=O)NCc2ccccn2)c(C)c1C
  -1.8	0.0	-2.4	-1.9	0.1	-1.1	-1.7	-0.6	12.4
48: COc1cccc(-n2nnc3c(=O)n(CC(=O)N4CCCCC4)cnc32)c1
  -0.5	-0.2	4.6	-9.6	-4.3	0.7	4.9	1.2	7.4
49: CC(C)C(=O)Nc1ccc(-c2nc3ccccc3c(=O)o2)cc1
  -4.0	-0.3	-2.9	2.6	-21.7	17.7	2.4	0.5	-10.3
50: Cc1cc(C)c(NC(=O)CNC(=O)Cc2ccc(S(=O)(=O)N3CCOCC3)s2)c(C)c1
  -1.8	0.3	-15.5	-11.4	-0.6	-3.5	-1.1	-0.7	-15.8
51: Cc1ccc(Cl)cc1NC(=O)C1CCN(S(C)(=O)=O)CC1
  -7.3	-0.9	5.4	-3.1	2.8	0.0	-4.3	0.2	-4.4
52: CN(C)Cc1cc(C(C)(C)C)cc(C(C)(C)C)c1O
  -3.5	-0.5	11.4	2.4	-2.5	4.7	1.8	-0.8	-14.1
